N370S GC mod = qHTS Assay for Inhibitors and Activators of N370S glucocerebrosidase as a Potential Chaperone Treatment of Gaucher Disease. Lysosomal acid glucosylceramidase (Homo sapiens), P04062. N370S GC spleen homogenate, 4MU-glucoside fluorescence. Potency, µM (series often up to 59.4 µM), for inactives: at the top dose activity change, negative = inhibition, actives largely listed as inhibitors. 330,000 compounds, 0.092% hits. AID 2101, 2009; active = well fitted inhibition curve with a large enough effect; inconclusive = small, poorly fitted or top-dose-only effect, or effect the other way, or another doubt; inactive = no such curve, though single readings can be large or run the other way;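 note: 0% = full enzyme activity and -100% = no enzyme basal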
Starred values were filed as active, the others as inactive; ? = inconclusive; & = joins results of further samples; [ ] = dose if it differs, or a comment. Potency is the fitted concentration of half-maximal effect. An excerpt; the hit share may differ from the screen's.

cpd	mol	N370S GC mod
1	COC(=O)C1C(C)OC(=O)NC1c1ccccc1 (stereo not given)	-1%[12.8 µM]
2	CCN1C(=O)[C@H]2[C@H]3[C@H](O)[C@H](O)C/C(=N/O[C@@H](C)c4cc(-c5c(C)cc(C)cc5C)no4)[C@@H]3CC[C@@H]2C1=O	-5%[12.8 µM]
3	CC(C)CO/N=C1/C[C@@H](O)[C@@H](O)[C@@H]2[C@@H]3C(=O)N(Cc4ccc5c(c4)OCO5)C(=O)[C@H]3CC[C@H]12	0%[12.8 µM]
4	O=C1C=C[C@@H](O)[C@H]2[C@@H]3C(=O)N(Cc4ccc5c(c4)OCO5)C(=O)[C@@H]3CC[C@H]12	4%[12.8 µM]
5	COC(=O)c1ccc(C(NC(=O)OCc2ccccc2)/C(=C/[C@@H](C)C(=O)N(C)Cc2ccccc2)c2cccnc2)cc1 (stereo not given in full)	-17%
6	Cc1nc(NCc2ccccc2)c2nc(-c3ccccc3)n(CCN3CCCCC3)c2n1	2%
7	N#C[C@@H]1[C@@H]2C(=O)N(c3ccc4c(c3)OCCO4)C(=O)[C@@H]2C2c3ccccc3C=CN21 (stereo not given in full)	4%
8	CC(C)C[C@@H](CC(=O)N[C@@H](CCC(=O)O)CC(=O)O)NC(=O)[C@@H]1CCCC[C@H]1NC(=O)C[C@@H](NC(=O)C[C@H](CO)NC(=O)[C@@H]1CCCC[C@H]1N)C(C)C	-3%
9	CC(C)NC[C@H]1CCc2cc(CO)c([N+](=O)[O-])cc2N1	4%[21.6 µM]
10	COc1ccccc1NC(=O)CN(Cc1ccco1)C(=O)c1cc2ccccc2o1	21%
11	CSc1nc(NCCCN(C)C)c2c3c(sc2n1)CN(C)CC3	?
12	Cc1cccc(NC(=O)c2ccccc2OCC(=O)N2CCCC2)c1C	2%
13	O=C(Cc1ccccc1)N[C@@H](Cc1ccc(O)cc1)C(=O)O	2%
14	CC(C)c1ccc(S(=O)(=O)/N=C2/C=CC(=O)c3ccccc32)cc1	10%
15	CCCC[C@]12Cc3cc(OC)c(OC)cc3C(O1)c1c(cc(-c3ccccc3)oc1=O)O2	-3%[12.8 µM]
16	COc1ccc(-c2nc(-c3ccccc3)oc2NC(C)C)cc1	-4%
17	CCOc1nc(C)cc(C)c1S(=O)(=O)c1cccc(C)c1	-1%
18	NC(=O)c1ccc(C[C@H](C(=O)O)N2C(=O)c3ccc(C(=O)O)cc3C2=O)cc1	-5%
19	Cc1ccc([N+](=O)[O-])cc1S(=O)(=O)N(C)C	1%&0%&3%&-7%
20	COC(=O)c1cc(=O)n(Cc2ccccc2)c(=NCc2ccccc2)s1	7%
21	COc1nc2c(C)cccc2cc1-c1noc(-c2ccncc2)n1	-8%
22	Cc1cccc(C(=O)O/N=C/c2c(N3CCOCC3)n(C)c3ccccc23)c1	3%
23	NCCC[C@@H](CC(=O)N[C@@H]1CCNC[C@H]1C(=O)N[C@H](CC(=O)N[C@@H](CCC(=O)O)CC(=O)O)Cc1ccccc1)NC(=O)C[C@H](Cc1c[nH]c2ccccc12)NC(=O)[C@@H]1CCCC[C@H]1N	9%
24	Cc1sc2nc(CSc3ccc([N+](=O)[O-])cc3)[nH]c(=O)c2c1C	4%
25	O=C=Nc1ccc(Cl)c(Cl)c1	-5%
26	CCCCCCN(C(=O)CCCCCN1C(=O)NC(c2ccccc2)C(C(=O)OCc2ccccc2)=C1C)C(C(=O)NCCCC)c1ccc(OCC(=O)OC)c(C(=O)OC)c1 (stereo not given)	-16%
27	COC(=O)[C@@]1(Cc2ccc(OC)cc2)[C@H]2c3cc(C(=O)N4CCCC4)n(CCF)c3C[C@H]2CN1C(=O)c1ccccc1	6%
28	O=C(NCc1ccccc1Cl)C1CCCN(c2nc3ccsc3c(=O)s2)C1 (stereo not given)	19%
29	COC(=O)CCCC1=CC2=CC(=O)C(C)(OC(=O)c3ccco3)C(=O)C2=CO1 (stereo not given)	-3%
30	COc1ccc(-c2nc(-c3ccccc3)c(Nc3ccc4ccccc4c3)o2)cc1	-8%

Reprinted from the part before: four compounds, then new ones.
cpd	mol	N370S GC mod
27	COC(=O)[C@@]1(Cc2ccc(OC)cc2)[C@H]2c3cc(C(=O)N4CCCC4)n(CCF)c3C[C@H]2CN1C(=O)c1ccccc1	6%
28	O=C(NCc1ccccc1Cl)C1CCCN(c2nc3ccsc3c(=O)s2)C1 (stereo not given)	19%
29	COC(=O)CCCC1=CC2=CC(=O)C(C)(OC(=O)c3ccco3)C(=O)C2=CO1 (stereo not given)	-3%
30	COc1ccc(-c2nc(-c3ccccc3)c(Nc3ccc4ccccc4c3)o2)cc1	-8%
31	Cc1noc(C)c1-c1ccc2ncnc(NCc3ccc(Br)cc3)c2c1	3%
32	CCOC(=O)Cn1c(=O)sc2cccc(Cl)c21	10%
33	O=C(O)c1ccc(S(=O)(=O)N[C@H](Cc2c[nH]c3ccccc23)C(=O)O)cc1	6%
34	CN(C)c1ccc(/C=C/C(O)=C2/C(=O)N(C)C3(C)CC2c2ccccc2O3)cc1 (stereo not given)	-1%
35	CCC1=C2CC[C@H]3C(=O)N(CC(=O)OC)C(=O)[C@H]3[C@H]2[C@@]2(C)C(=O)N(Cc3ccccc3)C(=O)N2C1=O	4%
36	CCCC[C@]12Cc3ccccc3C(O1)c1c(c3ccccc3oc1=O)O2	-1%[12.8 µM]
37	COC(=O)c1ccc(C(NC(=O)OCc2ccccc2)/C(I)=C/[C@@H](C)C(=O)NCc2ccc(OC)c(O)c2)cc1 (stereo not given in full)	0%
38	COC/C=C/C1=CC2=CC(=O)C(C)(OC(=O)c3cccs3)C(=O)C2=CO1 (stereo not given)	2%
39	CC(C)[C@@H](CC(=O)N[C@@H]1CCNC[C@H]1C(=O)N[C@H](CC(=O)N[C@@H](CCC(=O)O)CC(=O)O)Cc1c[nH]c2ccccc12)NC(=O)C[C@H](CO)NC(=O)[C@@H]1CCCC[C@H]1N	-2%
40	COc1ccc(N2CCn3c2nc2c3c(=O)n(CCc3ccccc3)c(=O)n2C)c(OC)c1	5%
41	Cc1cc(NS(=O)(=O)c2ccc(NC(=O)c3cc4ccccc4o3)cc2)no1	4%
42	O=S(=O)(c1ccc2c(c1)OCCO2)N1CCN(S(=O)(=O)c2ccc3c(c2)OCCO3)CC1	0%
43	C[N+](C)(CCCOc1ccccc1)c1ccccc1	-9%[21.6 µM]
44	O=C(O)c1ccc(/C=C2/SC(=S)N(c3cccc(C(F)(F)F)c3)C2=O)cc1	10%
45	COC/C=C/C1=CC2=CC(=O)C(C)(OC(=O)c3cnc4ccccc4n3)C(=O)C2=CN1CCc1ccccn1 (stereo not given)	-3%[12.8 µM]
46	Nc1ccc(N)c(Cl)c1	-10%
47	COc1ccccc1-c1c(C(F)(F)F)oc2cc(OCC(=O)Nc3cc(C)ccc3C)ccc2c1=O	4%
48	O=[N+]([O-])c1cccc(Cl)c1	6%
49	COc1ccc2c(c1)C(=O)[C@@H](OC(=O)NCc1ccco1)[C@H](c1ccc(OC)c(Br)c1)O2	-5%
50	Cc1ccc(Cl)c(NC(=O)CN2CCN(C=O)CC2)c1	6%
51	Cc1cc(C)nc(SCc2ccc(C(=O)N/N=C/c3cccnc3)cc2)n1	-6%
52	CCOC(=O)/C=C/CCCC=O	-8%
53	C/C(CCN1CCCc2nc(C)c(C)cc21)=N\O[C@@H](C)c1cn([C@H](CO)Cc2ccccc2)nn1	1%&-2%[12.8 µM]
54	COC(=O)[C@@]1(Cc2ccccc2)[C@H]2c3cc(C(=O)N(C)C)n(Cc4ccccn4)c3C[C@H]2CN1C(=O)c1ccccc1	-1%
55	O=C(CCCc1ccccc1)NCc1ccccc1	17%
56	COC(=O)N1C(=O)[C@@](CC(C)C)(c2ccccc2)N1C(=O)OC	-17%
57	NC(=O)CC(NC(=O)c1cccc(Br)c1)c1ccc(NCCN2CCOCC2)c([N+](=O)[O-])c1 (stereo not given)	10%
58	O=C(N/N=C/c1ccco1)c1cc(C2CC2)nc2ccccc12	4%
59	COc1cc2c(cc1NC(=O)CSc1nc3ccc(C)cc3[nH]1)oc1ccccc12	-12%
60	O=c1onc2n1-c1cc(Br)ccc1OC2	-5%
61	Cc1cc(C)nc(/N=C(/NC(=O)Nc2ccc(Cl)c(Cl)c2)Nc2ccccc2)n1	-1%
62	Cc1cc(NCCN2CCCCC2)n2c(nc3ccccc32)c1C#N	12%
63	CC(=O)N=C1SC2CS(=O)(=O)CC2N1c1ccc(-c2nc3ccc(C)cc3s2)cc1 (stereo not given)	3%
64	COC(=O)c1nnc(C(=O)NCc2ccccc2)c2[nH]c3ccccc3c12	1%
65	CC1(C)OCC(CSC2=C(SCC3COC(C)(C)O3)C(=O)c3ncccc3C2=O)O1 (stereo not given)	-18%
66	O=C(O)c1sccc1S(=O)(=O)Nc1ccc(Cl)cc1	23%
67	c1cc(-c2nc3cc(Cc4ccc5oc(-c6ccncc6)nc5c4)ccc3o2)ccn1	2%
68	COC(=O)[C@@]1(Cc2ccc(OC)cc2)[C@H]2c3cc(C(=O)N(C)C)n(C)c3C[C@H]2CN1C(=O)c1ccccc1	-19%
69	CC(C)(C)OC(=O)N[C@@H](Cc1ccccc1)c1nnc(S(=O)(=O)Cc2ccccc2)o1	-7%
70	CSc1nnc(SC)nn1	-4%
71	CO[C@@H]1COC(=O)[C@@H](C)NC(=O)C/C=C\[C@@H](C)[C@H](NS(=O)(=O)c2ccc(C)cc2)COC(=O)[C@H](C)NC(=O)C/C=C\[C@H]1C	-1%[12.8 µM]
72	O=C(/C=C/c1ccccc1[N+](=O)[O-])Oc1ccccc1	-1%
73	C=CCN1c2ccccc2[C@]23C[C@@H](C(=O)OC)N(S(=O)(=O)c4ccc(C#N)cc4)C2=NC(C(=O)OC)=C(C(=O)OC)[C@H]13	4%[12.8 µM]
74	C[C@H](C(=O)O)c1cccc(Oc2ccccc2)c1	16%[21.6 µM]
75	CCCCCCCCCCCCC/C=C/[C@@H](O)C(CO)NC(C)=O (stereo not given in full)	-10%
76	COC(=O)c1ccc(C(/C=C/[C@@H](C)C(=O)NCc2ccccc2)NC(=O)OCc2ccccc2)cc1 (stereo not given in full)	5%
77	CC(C)CCN(C(=O)COc1ccc(C#N)cc1)c1c(N)n(Cc2ccccc2)c(=O)[nH]c1=O	7%
78	C#CCOCCOCCOCCNc1nc(N2CCN(C(=O)[C@H]([C@@H](C)CC)n3cc([C@@H](N)CC(C)C)nn3)CC2)nc(N2CCN(C(=O)[C@H](Cc3cc4ccccc4[nH]3)n3cc([C@@H](N)CC(C)C)nn3)CC2)n1	-21%
79	NCCCCCCNc1nc2c(N)ncnc2n1[C@@H]1O[C@@H]2COP(=O)(O)O[C@H]2[C@H]1O	-2%
80	COc1ccccc1C(=O)NN1C(=O)/C(=C/c2cccn2C)SC1=S	6%
81	O=C(O)C1C2CCC(O2)C1C(=O)Nc1cccc(F)c1 (stereo not given)	-14%
82	CCOC(=O)Cc1csc(NC(=O)c2ccc(Br)s2)n1	1%
83	COCCNC(=O)CCCn1c(=O)c2cc(OC)c(OC)cc2n(CC(=O)c2ccc(Cl)cc2)c1=O	-1%
84	COC(=O)C/C=C/[C@@H](C)[C@@H](Cc1ccccc1Br)OC	-8%
85	CCCCCCCCCCCCCCCC(=O)OCC(O)C1OC(=O)C(O)=C1O (stereo not given)	3%
86	CC(=O)Nc1ccc(S(=O)(=O)NCC2CCC(C(=O)NC(C)c3ccc4c(c3)OCCO4)CC2)cc1 (stereo not given)	-13%
87	O=C(Nc1ccc(S(=O)(=O)N2CCCCCC2)cc1)c1[nH]ncc1[N+](=O)[O-]	-7%
88	C=C1c2ccccc2O[C@H](C(=O)OCC)[C@@H]1C1CCCCC1 (tested in a mixture with another compound)	12%[89.1 µM]
89	Cc1cc([N+](=O)[O-])c2c(c1C)C1C=CCC1C(c1ccccn1)N2 (stereo not given)	0%
90	COc1cccc([C@@H]2Oc3ccc(OC)cc3C[C@H]2OC(=O)N[C@H]2CCCc3ccccc32)c1	-18%

5 compounds already listed, arranged by the number in N370S GC mod, descending:
cpd	mol	N370S GC mod
28	O=C(NCc1ccccc1Cl)C1CCCN(c2nc3ccsc3c(=O)s2)C1 (stereo not given)	19%
7	N#C[C@@H]1[C@@H]2C(=O)N(c3ccc4c(c3)OCCO4)C(=O)[C@@H]2C2c3ccccc3C=CN21 (stereo not given in full)	4%
37	COC(=O)c1ccc(C(NC(=O)OCc2ccccc2)/C(I)=C/[C@@H](C)C(=O)NCc2ccc(OC)c(O)c2)cc1 (stereo not given in full)	0%
8	CC(C)C[C@@H](CC(=O)N[C@@H](CCC(=O)O)CC(=O)O)NC(=O)[C@@H]1CCCC[C@H]1NC(=O)C[C@@H](NC(=O)C[C@H](CO)NC(=O)[C@@H]1CCCC[C@H]1N)C(C)C	-3%
59	COc1cc2c(cc1NC(=O)CSc1nc3ccc(C)cc3[nH]1)oc1ccccc12	-12%

New compounds follow.
cpd	mol	N370S GC mod
91	COc1ccc(CCn2c(-c3ccco3)nc3nc4ccccc4nc32)cc1OC	-10%
92	CO[C@H]1COC(=O)C/C=C\[C@@H](C)COC(=O)[C@@H](C)NC(=O)C/C=C\[C@@H]1C	-4%[12.8 µM]
93	COC(=O)[C@H](CC(C)C)NC(=O)c1ccc(NC[C@@H](N)CS)cc1-c1cccc2ccccc12	3%
94	C=C(C)C(O)C(CC/C=C(\C)C(=O)OCC)OC (stereo not given)	23%[12.8 µM]
95	Fc1ccc(N2CCN(Cc3c[nH]c4ccccc34)CC2)cc1	-19%
96	C#CC(C)OC(=O)Nc1cccc(Cl)c1 (stereo not given)	0%

Bioassay records: PubChem, National Center for Advancing Translational Sciences (NCATS)
